Source: PubChem BioAssay (Sanford-Burnham Center for Chemical Genomics)
PTK2B oligo ant: Pyk2 (human) oligomerization antagonism | Q14289 | Q293 cells, Pyk2 FERM NanoBiT luminescence; active compounds read low | z-score (the deposit names both 25 µM and 10 µM) | 99,000 compounds, 0.83% hits;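 active = Z-score of -3 or lower, scaled per plate to the spread of control and sample wells; inactive = z-score above -3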;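 also: negative z-score means lost luminescence so less FERM oligomerization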
Target sequence (Q14289 whole entry, looked up): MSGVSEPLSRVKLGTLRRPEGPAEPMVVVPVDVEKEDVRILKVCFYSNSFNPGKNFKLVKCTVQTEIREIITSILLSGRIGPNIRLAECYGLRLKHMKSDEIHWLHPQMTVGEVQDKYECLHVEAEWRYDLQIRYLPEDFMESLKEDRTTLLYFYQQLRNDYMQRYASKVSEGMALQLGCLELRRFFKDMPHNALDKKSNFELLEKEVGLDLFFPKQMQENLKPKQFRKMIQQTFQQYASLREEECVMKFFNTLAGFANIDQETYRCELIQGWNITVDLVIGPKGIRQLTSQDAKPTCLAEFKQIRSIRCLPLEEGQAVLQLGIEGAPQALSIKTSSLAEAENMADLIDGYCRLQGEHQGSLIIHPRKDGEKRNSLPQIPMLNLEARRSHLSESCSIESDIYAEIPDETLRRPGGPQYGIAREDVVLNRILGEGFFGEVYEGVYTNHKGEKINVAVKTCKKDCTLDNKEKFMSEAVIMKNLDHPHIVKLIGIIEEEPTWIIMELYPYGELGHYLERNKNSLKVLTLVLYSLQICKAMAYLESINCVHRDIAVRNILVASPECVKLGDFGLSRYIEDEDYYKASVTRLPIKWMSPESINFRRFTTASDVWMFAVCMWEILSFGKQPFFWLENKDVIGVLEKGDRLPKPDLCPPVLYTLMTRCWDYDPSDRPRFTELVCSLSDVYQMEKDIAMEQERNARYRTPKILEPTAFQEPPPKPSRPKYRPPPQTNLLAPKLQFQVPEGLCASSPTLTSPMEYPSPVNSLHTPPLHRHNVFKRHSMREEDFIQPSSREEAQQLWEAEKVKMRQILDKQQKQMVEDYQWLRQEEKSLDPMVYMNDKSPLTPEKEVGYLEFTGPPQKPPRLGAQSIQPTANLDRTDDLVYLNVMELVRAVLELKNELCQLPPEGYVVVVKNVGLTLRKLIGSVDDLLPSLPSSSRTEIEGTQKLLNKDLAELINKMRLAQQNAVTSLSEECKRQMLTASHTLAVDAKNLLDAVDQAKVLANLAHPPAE
Numbers without * were called inactive.

Compound	PTK2B oligo ant
COCC(C)n1c(C)cc(C(=O)COC(=O)c2c(NC(C)=O)sc(C)c2C)c1C (configuration not stated)	-0.21
CCCC1C2CN(C(C)=O)CC=C2C(C#N)=C(N)C1(C#N)C#N (configuration not stated)	-0.66
COc1cc(/C=N/NC(=O)COc2c(C)cc([N+](=O)[O-])cc2C)ccc1OC(=O)c1ccccc1	0.67
CCOc1cc(/C=N/NC(=O)Cc2ccc(C(F)(F)F)cc2[N+](=O)[O-])ccc1O	1.02
COCc1cc(=O)n2[nH]c(C)nc2n1	0.11
O=C(CSc1ccc2c(c1)OCCO2)NC(=O)NC1CCCC1	-2.6
CCCCn1c(SCC(=O)NCc2ccco2)nc2ccc(N3CCOCC3)cc2c1=O	-0.33
CCOc1ccc(-n2c(SCC(N)=O)nc3c(c2=O)SCC3)cc1	-0.64
COc1cc2c(=O)n(Cc3ccco3)c(=O)n(CC(=O)c3ccc(Br)cc3)c2cc1OC	-1.38
Cc1cccn2c(=O)c3cc(C#N)c(=O)n(-c4c(C)n(C)n(-c5ccccc5)c4=O)c3nc12	-0.5
O=C(CN1C(=O)CSc2ccccc21)Nc1ccccc1C(=O)N1CCOCC1	0.19
O=C(Nc1ccccc1)c1ccc(NCC2CCCO2)c([N+](=O)[O-])c1 (configuration not stated)	0.52
O=C1c2ccccc2NC(c2ccccc2)N1Cc1ccco1 (configuration not stated)	-0.68
CCCCN1CNC(=S)N(Cc2ccccc2)C1	1.78
CCOC(=O)c1c(NC(=O)CSc2nnnn2C)sc(CC)c1C	-0.73
COc1ccc(C)cc1N(C(=O)COc1cccc(F)c1)c1nc2ccccc2s1	-0.53
COc1ccc(NC(=O)CN2CCN(CC(=O)Nc3cc(OC)cc(OC)c3)CC2)cc1	0.58
Cn1c(SCC(=O)NC2CC2)nnc1C(F)(F)F	1.78
COC(=O)/C(=C1/Oc2cc(C)oc(=O)c2S1)C(F)(F)F	0.13
Cc1ccc(OCc2nnc(SCC(=O)NC3CCCCC3)n2C)cc1	0.84
CCOC(=O)c1c(C)c(C(=O)NCC2CCCO2)c(C)n1CC (configuration not stated)	0.22
CS(=O)(=O)N1CCC(C(=O)Nc2ccc(F)cc2F)CC1	0.11
CC(=O)Nc1ccc(S(=O)(=O)N2CCC(c3nc4ccc(C)cc4[nH]3)CC2)cc1	-0.95
COc1cc(NC(=O)c2cccs2)c(C(=O)OCC(=O)c2cc(C)n(-c3ccc(F)cc3)c2C)cc1OC	-0.06
CCCCOC(=O)Cn1c(=O)c2c(nc(Br)n2Cc2ccccc2)n(C)c1=O	-1.8
CCN(CC)C(=O)C1CCCN(Cc2ccccc2F)C1 (configuration not stated)	0.16
COC(=O)Nc1nc2c(s1)CCCC2	-0.58
Nc1nc(Nc2ccccc2)nc(N2CCOCC2)c1[N+](=O)[O-]	0.23
N#CC1=C2C=Cc3ccccc3N2CCCC1=O	0.21
Cc1cc(C)n(CC(=O)n2c3c(c4ccccc42)CCCC3)n1	-0.4
COc1cccc(C=Nc2cc(C)on2)c1O	-0.4
Cc1cccc(NC(=S)NNC(=O)c2ccccc2Br)c1	0.55
NS(=O)(=O)c1ccc(CCNC(=O)Cc2c[nH]c3ccccc23)cc1	0.84
CCC(=O)Oc1ccc2c(C)cc(=O)oc2c1C(=O)c1ccccc1	-0.39
CCC(=O)NS(=O)(=O)c1ccc(N=NN2CCCCC2)cc1	0.68
Cc1onc(-c2c(F)cccc2Cl)c1C(=O)OCN1C(=O)c2ccccc2C1=O	-1.95
Cn1c(=O)c(=O)n(C)c2cc(S(=O)(=O)N3CCN(c4ccc(F)cc4)CC3)ccc21	0.59
O=[N+]([O-])c1ccc(Cl)c(/C=N/n2c(COc3ccccc3)n[nH]c2=S)c1	0.26
CCCN1C(=O)C(Cc2nc3ccccc3c(=O)n2-c2ccccc2)c2cc(C)ccc21 (configuration not stated)	0.19
Cc1ccccc1N1C(=O)C(Oc2ccc(Cl)cc2)C1CNC(C)(C)C (configuration not stated)	-1.1
Cn1cnnc1SCC(=O)Nc1sccc1C#N	-0.41
O=C(Nc1ccc2c(c1)OCO2)C1CCN(c2ccc(S(=O)(=O)N3CCOCC3)cc2)CC1	0.38
Cc1ccc(N)c(C(=O)CCCCC(=O)O)c1	1.66
COCCNC(=O)CSc1ccc(C)cc1	-0.09
CC(C)CSc1nc2ccccc2n1CC(N)=O	1.32
COc1nc(C#N)nc(N(C)C)n1	1.26
Cc1ccc(NC(=O)Cn2cccc2C2=NC(c3ccccc3)CO2)c(C)c1 (configuration not stated)	-0.85
CCc1ccc(OCC(=O)NC(NC(=S)Nc2ccccc2C)C(Cl)(Cl)Cl)cc1 (configuration not stated)	-1.02
O=C(CCCN1C(=O)/C(=C/c2ccccc2Cl)SC1=S)NNC(=O)c1ccccc1	-0.43
Cc1c(NC(=O)COc2ncnc3c(Cl)cc(Cl)cc23)c(=O)n(-c2ccccc2)n1C	0.34
CCOC(=O)C1CCN(Cc2ccc(OC)cc2OC)CC1	-0.81
CC(Sc1nnc(Nc2ccccc2)s1)C(=O)NC1CCCc2ccccc21 (configuration not stated)	-1.15
COc1ccccc1NC(=O)c1cnc(Nc2ccccc2OC)c2ccccc12	-0.23
CCc1ccc(CCC(=O)Nc2ccc(C)c(C)c2)o1	0.58
CC(C)Cn1c(=O)c2ccccc2n2c(SCC(=O)N3c4ccccc4CC3C)nnc12 (configuration not stated)	-0.17
CCC(C)(C)NC(=O)C1CCN(c2nc(C)cc(C)n2)CC1	0.19
Cc1c(C(=O)N2CCN(Cc3ccccc3)CC2)sc2ncnc(N3CCOCC3)c12	1.24
O=C(COC(=O)C(O)c1ccccc1)NC12CC3CC(CC(C3)C1)C2 (configuration not stated)	0.56
Cc1ccc(S(=O)(=O)N2CCC(C(=O)N/N=C/c3cccnc3)CC2)cc1	0.46
O=C1CCC(=O)N1c1nc2nc(-c3ccccc3)cc(-c3ccccc3)n2n1	-0.71

Sorted by length of the SMILES (smallest number first): some entries from above.
Compound	PTK2B oligo ant
COc1nc(C#N)nc(N(C)C)n1	1.26
CCc1ccc(CCC(=O)Nc2ccc(C)c(C)c2)o1	0.58
Cc1ccc(NC(=O)Cn2cccc2C2=NC(c3ccccc3)CO2)c(C)c1 (configuration not stated)	-0.85

The list goes on.
Compound	PTK2B oligo ant
Cc1ccc(C2C(C#N)=C(N)SC(N)=C2C#N)c(C)c1	-1.54
CCCCn1c(Oc2ccc(C(=O)OC)cc2)nc2c1c(=O)n(C)c(=O)n2C	-0.29
CCOC(=O)N1CCC(Nc2nc3ccccc3n3nnnc23)CC1	-0.16
CC1CCCCC1NC(=O)CSc1nnc(-c2ccccc2)n1N (configuration not stated)	2.1
CN(C)C(CNC(=O)c1cccc(S(=O)(=O)N2CC3(C)CC2CC(C)(C)C3)c1)c1ccco1 (configuration not stated)	1.34
O=C(CSc1nnc2ccccn12)NCc1cccs1	-0.22
Cc1cccc(N2CCN(C(=O)c3ccc(NC(=O)C4CCCO4)cc3)CC2C)c1 (configuration not stated)	0.21
COc1ccc(OC)c(C(c2nnnn2C2CCCC2)N2CCN(c3ccccc3)CC2)c1 (configuration not stated)	-3.53*
COc1ccc(C)cc1NC(=O)C(NCC1CCCO1)c1ccccc1 (configuration not stated)	0.48
CCCc1nn(C)c(C(=O)Nc2cccc3ccccc23)c1Cl	-0.19
COc1ccc(-n2c(C)cc(-c3csc(N)n3)c2C)cc1	1.14
CNC(=O)C1C2C=CC3(O2)C1C(=O)N(CCOC)C3C(=O)NCc1ccc(OC)cc1 (configuration not stated)	-0.55
O=C(COc1ccc(-c2ccccc2)cc1)N/N=C/c1cc(O)ccc1Br	-0.18
c1csc(Cc2nc3ccccc3[nH]2)c1	-0.3
O=C(COc1ccccc1Cl)NC(=S)Nc1ccc(CN2CCOCC2)cc1	-0.56
CC1=C(C#N)C(c2cccnc2)C2=C(CC(C)(C)CC2=O)N1 (configuration not stated)	0.92
O=C(COc1ccc2c(c1)CCC2)N1CCN(c2ccccc2F)CC1	3.43
CC1CCN(S(=O)(=O)c2ccc(NC(=O)CSc3ncccc3C(=O)O)cc2)CC1	0.76
CC(=O)c1cccc(NC(=O)c2ccc(Br)o2)c1	0
Cc1c(-c2ccccc2)oc2c(C(=O)N3CCN(c4ccccc4F)CC3)cccc2c1=O	-0.98
COC(=O)NC1CSCC1OC(=O)CN1C(=O)c2ccccc2C1=O (configuration not stated)	-0.03
COC(=O)c1cccc(NCN2C(=O)c3ccccc3C2=O)c1	0.05
Cc1ccc2nc(NC(=O)CCNS(=O)(=O)c3cccs3)sc2c1	-0.87
COc1cc(NC(=O)c2noc3c2CCC3)c(OC)cc1Cl	-0.63
CCOC(=O)C1C(=O)NCC2CCCC21 (configuration not stated)	0.59
CCOC(=O)CS(=O)(=O)c1nc(-c2ccc(F)cc2)cc(C(F)(F)F)n1	-0.08
N#Cc1ccc(CSc2nnc(-c3cccnc3)n2-c2ccccc2)cc1	0.27
Cc1cccc(CCNS(=O)(=O)c2cnc[nH]2)c1	-0.45
Cc1ccc(NC(=O)Cc2cn3ccsc3n2)nc1	-1.4
CCCCOc1ccc(/C(N)=N/O)cc1	-0.68
Cc1c(N/C(=N/S(=O)(=O)c2ccccc2)c2ccc(Cl)cc2)c(=O)n(-c2ccccc2)n1C	0.19
Cn1c(/C(C#N)=C(\O)COc2ccc3ccccc3c2)nc2ccccc21	0.64
COC(=O)c1ccc(CSc2nc(-c3ccccc3)cs2)o1	-0.16
Oc1oc(-c2ccco2)nc1C=Nc1cccc(Cl)c1	-0.29
CN1CCN(c2oc(-c3cccs3)nc2S(=O)(=O)c2ccccc2)CC1	0.66
Cc1nc2ncnn2c(N2CCCC(C(=O)Nc3ccc4c(c3)CCC4)C2)c1C (configuration not stated)	-0.9
Cc1ccc(S(=O)(=O)NCC(=O)OCc2csc(-c3ccccc3)n2)cc1	0.88
CCn1c(C)nc2cc(-c3nc4n(n3)Cc3ccccc3-4)ccc21	0.04
CCC1(C)Cc2c(sc3nc(NC)n(C)c(=O)c23)CO1 (configuration not stated)	-0.94
C=CCC1CCCCC12NC(=O)NC2=O (configuration not stated)	0.76
Cc1c(NC(=O)Nc2ccc(Cl)c(Cl)c2)c(=O)n(-c2ccccc2)n1C	-0.6
O=C(Cn1nc(C(=O)O)c2ccccc2c1=O)NCCC1=CCCCC1	1.2
COc1cccc(CN2CCN(C(=O)c3cccs3)CC2)c1OC	-0.24
O=C(NCC1OCCc2ccccc21)c1ccc(NC(=O)c2cccc(Br)c2)cc1 (configuration not stated)	0.01
Cc1ccccc1NC(=O)COC(=O)c1ccc(CSc2ccc(Cl)cc2)cc1	1.42
CC1CN(C(=O)c2cccc(S(=O)(=O)N3CCOCC3)c2)CC(C)O1 (configuration not stated)	0.01
CCCc1cc(C(=O)Nc2nnc(C)s2)cs1	-0.89
N#C/C=C1\Sc2ccccc2C(=O)N1CC(=O)N1CCN(S(=O)(=O)c2ccccc2)CC1	0.48
Cc1cc(C(=O)COC(=O)c2ccc[nH]c2=O)c(C)n1C	1.04
COc1ccc(CNC2CC(=O)N(C)C2=O)cc1 (configuration not stated)	-0.4
CCOc1ccccc1C1C(C(=O)Nc2ccccc2OC)=C(C)Nc2nnnn21 (configuration not stated)	-0.88
CN1CCc2c(n(CC(O)CN3C(=O)c4ccccc4S3(=O)=O)c3ccccc23)C1=O (configuration not stated)	0.98
COC(=O)CCNS(=O)(=O)c1ccc2ccccc2c1	0.61
COc1ccc(CNC(=O)C2CCCN2S(=O)(=O)c2ccc(S(=O)(=O)N(C)C)cc2)cc1 (configuration not stated)	-0.32
Cc1ccc(Cn2ccc(NC(=O)c3noc4c3CCCC4)n2)cc1	-0.89
Nc1ccc2c(c1)COc1ccccc1O2	-0.42
O=C(CN1C(=O)C2CC=CCC2C1=O)Nc1nccs1 (configuration not stated)	1.33
CC(=O)Nc1ccc(Nc2c3c4c(cccc4n(C)c2=O)C(=O)c2ccccc2-3)cc1	-2.23
CN1C(=O)c2ccc(N3CCCC3)cc2C1=O	0.67
COc1ccccc1CNC(=O)[C@@H]1CCCN1C(=O)C1CCN(S(=O)(=O)c2ccc(C)cc2)CC1	0.26

Further entries follow.
Compound	PTK2B oligo ant
Cc1cc(=O)oc2c(CN3CCN(C)CC3)c(O)c(Cl)cc12	0.91
Cc1nc2nc[nH]c2cc1Br	-0.14
CCCCN(C)CCCNC(=O)Cn1c(=O)sc2ccccc21	-0.03
O=C(Oc1c(-c2ccccc2Cl)oc2ccccc2c1=O)c1ccc(Cl)cc1	-1.59
Clc1cc2cccnc2c2ccccc12	1.42
CSc1nc2[nH]c3c(c2c2ncnn12)CCCC3	0.22
CCOc1ncccc1C(=O)Nc1ccc(-c2cn3ccsc3n2)cc1	-0.96
O=C(NC1c2ccccc2-c2ccccc21)N1CCOCC1	-0.63
CCN(CC)C(=O)COc1cccc2ccccc12	-0.23
O=C(CN1C(=O)CC(c2ccco2)Sc2ccccc21)Nc1ccc2c(c1)OCCO2 (configuration not stated)	-2.86
Cc1nc(SCC(=O)c2ccccc2)c(C#N)c(-c2ccco2)c1C(=O)NCc1ccco1	-1.31

Structural class: those above containing a COOH group (three)
Compound	PTK2B oligo ant
Cc1ccc(N)c(C(=O)CCCCC(=O)O)c1	1.66
CC1CCN(S(=O)(=O)c2ccc(NC(=O)CSc3ncccc3C(=O)O)cc2)CC1	0.76
O=C(Cn1nc(C(=O)O)c2ccccc2c1=O)NCCC1=CCCCC1	1.2

The list is partial (hit frequency here may not be typical).
